# NPY-Y2 PAM-ag: NPY-Y2 potentiators or agonists, primary screen, cell-based; cells expressing NPY-Y2, potentiator/agonist read-out; activation, % at 3.6 µM; 220,000 tested, 0.45% active; AID 1359, 2008; in the data active = activation above about 27%;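 note: cells stimulated with NPY near EC25 plus isoproterenol at EC100; 0% = vehicle plus submaximal agonist and 100% = vehicle plus saturating agonist; some results beyond the cut were filed as inactive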
# Target sequence (P49146 whole entry, looked up): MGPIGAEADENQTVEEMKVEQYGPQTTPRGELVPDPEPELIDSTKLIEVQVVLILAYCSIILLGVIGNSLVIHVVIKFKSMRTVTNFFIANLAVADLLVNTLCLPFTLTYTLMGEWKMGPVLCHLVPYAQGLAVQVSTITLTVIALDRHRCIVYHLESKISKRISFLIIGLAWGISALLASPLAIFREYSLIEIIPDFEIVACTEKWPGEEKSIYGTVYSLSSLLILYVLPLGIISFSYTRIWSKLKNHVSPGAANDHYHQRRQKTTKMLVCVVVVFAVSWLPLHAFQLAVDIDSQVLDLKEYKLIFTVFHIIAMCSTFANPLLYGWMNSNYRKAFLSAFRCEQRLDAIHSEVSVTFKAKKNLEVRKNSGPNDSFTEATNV
# NPY1 pot ag: NPY-Y1 receptor potentiators or agonists, primary screen, cell-based; Neuropeptide Y receptor type 1 (Homo sapiens), P25929; NPY-Y1 expressing cells, potentiator/agonist activation; activation, % at 3.6 µM; 220,000 tested, 0.37% active; AID 1304, 2008; in the data active = activation above about 33%, passing the limit was not always enough;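 note: cells stimulated with NPY at EC10 then isoproterenol at EC100; 0% = low agonist plus stimulus and 100% = saturating agonist plus stimulus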
# Target sequence (P25929 whole entry, looked up): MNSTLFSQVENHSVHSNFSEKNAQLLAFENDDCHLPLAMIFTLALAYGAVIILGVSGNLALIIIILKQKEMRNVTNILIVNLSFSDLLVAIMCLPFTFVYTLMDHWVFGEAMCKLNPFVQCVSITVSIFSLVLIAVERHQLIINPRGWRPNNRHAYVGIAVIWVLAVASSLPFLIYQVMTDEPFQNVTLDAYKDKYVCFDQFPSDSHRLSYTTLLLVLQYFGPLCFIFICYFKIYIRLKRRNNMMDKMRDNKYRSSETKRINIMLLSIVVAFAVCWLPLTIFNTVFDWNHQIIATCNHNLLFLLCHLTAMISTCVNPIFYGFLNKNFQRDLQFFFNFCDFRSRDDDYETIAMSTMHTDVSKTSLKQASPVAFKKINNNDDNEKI
# S1P4 antagonist: S1P4 receptor antagonists, primary screen, cell-based; Sphingosine 1-phosphate receptor 4 (Homo sapiens), O95977; S1P4-expressing cells, antagonist mode, reporter read-out; inhibition, % at 4.98 µM; 220,000 tested, 0.26% active; in the data active = inhibition above about 29%;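 note: 0% = wells stimulated with agonist and 100% = vehicle wells without agonist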
# Runt-CBFb FRET: inhibitors of RUNX1 Runt–CBFb binding, primary screen, biochemical, FRET, Cerulean-Runt, Venus-CBFb, uHTS; Runt-related transcription factor 1 (Homo sapiens) + Core-binding factor subunit beta …; Cerulean-Runt/Venus-CBFb FRET ratio 530/480, 1 h; inhibition, % at 20 µM; 220,000 tested, 0.46% active;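 active = inhibition over about 50% at 20 µM in the single-dose screen, limit read from the data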;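 note: 0% = DMSO wells and 100% = excess unlabeled CBFb competitor control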
#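 test system = Cerulean-Runt domain fusion protein, energy donor | probe or stimulus = Venus-CBFb binding partner, 100 nM | incubation = two 1 h room-temperature incubations shielded from light | detection = fluorescence energy transfer, 422 nm excitation, 530/480 nm emission | measure = loss of energy transfer signal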
# BaF3 tox: parental Ba/F3 cell viability inhibition, counter-screen for JAK2V617F inhibitor project, murine pro-B, CellTiter-Glo luminescence; CellTiter-Glo ATP luminescence; inhibition, % at 5.6 µM; 220,000 tested, 1.1% active;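 active = inhibition above a per-campaign cutoff, the mean inhibition of all tested compounds plus 3 SD, cut at about 27% in these data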;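 note: 0% = DMSO wells and 100% = JAK Inhibitor I control wells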
# Ba/F3 V617F tox: reduced viability of JAK2V617F-dependent Ba/F3 cells, primary screen, JAK2V617F inhibitor project, cell-based, Ba/F3 EpoR-JAK2V617F, luminescence; ATP luminescence; inhibition, % at 5.6 µM; 220,000 tested, 1.1% active; AID 1446, 2008;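 active = inhibition above the campaign mean plus 3 SD over all tested compounds, cut at about 24% in these data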;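 note: cytokine-independent growth of Ba/F3 cells driven by EpoR plus mutant JAK2; 0% = DMSO-treated cells and 100% = JAK inhibitor I control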
# S1P4 agonist: S1P4 receptor agonists, primary screen, cell-based | Sphingosine 1-phosphate receptor 4 (Homo sapiens), O95977 | 220,000 tested, 0.35% active | activation, % at 4.98 µM | S1P4-expressing cell line, agonist reporter assay; in the data active = activation above about 11%;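 note: 0% = DMSO vehicle and 100% = reference agonist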
# RBBP9 inhibitor: human RBBP9 inhibitors, primary screen, biochemical, fluorescence polarization, FP-Rh probe, HTS; inhibition, % at 7.94 µM; 220,000 tested, 0.2% active; Serine hydrolase RBBP9 (Homo sapiens), O75884; recombinant RBBP9;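 active = inhibition above the campaign mean of all tested compounds plus 3 SD, cut at about 14% in these data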;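 note: plate controls were DMSO wells with RBBP9 for no effect and wells lacking RBBP9 protein for full effect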
# Target sequence (O75884 whole entry, looked up): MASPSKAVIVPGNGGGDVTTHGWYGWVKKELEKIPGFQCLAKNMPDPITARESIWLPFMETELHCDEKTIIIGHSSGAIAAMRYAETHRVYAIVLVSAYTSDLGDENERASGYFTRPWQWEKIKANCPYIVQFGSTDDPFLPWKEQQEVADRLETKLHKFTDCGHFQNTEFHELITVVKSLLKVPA
#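 Test system – recombinant human RBBP9 · Input – RBBP9 2.5 µM in dispensing solution, pre-mixing · Medium – Tris buffer pH 8.0, NaCl, Pluronic · Schedule – preincubation 30 min plus labeling 45 min at 25 °C · Measured by – fluorescence polarization · Measure – % inhibition · Controls – DMSO and no-protein wells · Replicates – one well per compound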
# NPY Y1 blocker: NPY-Y1 receptor antagonists, primary screen, cell-based. AID 1040, 2008. Neuropeptide Y receptor type 1 (Homo sapiens), P25929. HEK293-CNG Y1 cells, membrane potential fluorescence; NPY at EC95, then isoproterenol. inhibition, % at 3.6 µM. 200,000 tested, 1% active;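 active = inhibition above the campaign mean inhibition of all tested compounds plus 3 SD, cut at about 20% in these data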;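 note: 0% = DMSO wells given NPY plus isoproterenol and 100% = isoproterenol alone without NPY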
#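 Benchmarks – high control isoproterenol alone, low control NPY with isoproterenol · Material – HEK293 Y1/CNG channel cell line · Times – dye 3 h, compound 60 min room temperature, stimulation 45 min · Probe or stimulus – NPY (25 nM), isoproterenol (1 µM), Ro 20-1724 (25 µM) · Evaluation – % inhibition of NPY effect · Signal – fluorescence, membrane potential probe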
# Numbers without * were called inactive; . = no result given. Outcome played no part in choosing rows. Share with any hit: about 3.6%.
# Values run as follows: NPY-Y2 PAM-ag	NPY1 pot ag	S1P4 antagonist	Runt-CBFb FRET	BaF3 tox	Ba/F3 V617F tox	S1P4 agonist	RBBP9 inhibitor	NPY Y1 blocker
1	Cc1ccc(-n2c(C)c([N+](=O)[O-])c3ccc(O)c(CN(C)C)c32)cc1
→ -5	-13	-10	1	2	1	-2.3	-6	2
2	COC(=O)N/N=C\c1cccc(OC(=O)c2cccs2)c1
→ 9	9	-14	.	5	-2	1.6	-11	-3
3	CCCSc1nc2c(cnn2-c2ccc(F)cc2)c(=O)[nH]1
→ -5	-36	-1	-1	1	-6	0.1	-3	-1
4	CCCN(CCC)C(=O)CSc1nc2n[nH]c(C)c2c(=N)n1-c1ccc(OCC)cc1
→ 7	-4	-17	-2	0	-1	0.1	-4	-3
5	CNC(=O)N(O)C1N(C)C(=O)N(CC(=O)OC)C1(C)C (configuration not stated)
→ -11	-8	6	1	3	5	-0.2	-5	3
6	CCC(=O)Oc1ccc(C(CC)C(CC)c2ccc(OC(=O)CC)cc2)cc1 (configuration not stated)
→ 8	-14	3	-4	-2	-3	-1.0	-4	4
7	COc1cc(OC)cc(C(=O)N2c3ccc(F)cc3CCC2C)c1 (configuration not stated)
→ -3	6	6	-1	-2	-1	1.0	-7	0
8	COc1cccc(-n2c(SCC(=O)c3c[nH]c4ccccc34)nc3ccccc3c2=O)c1
→ 11	6	-17	1	4	-3	1.7	-12	-2
9	CCCC1Cc2c(sc3nc(SC)nc(N)c23)CO1 (configuration not stated)
→ 8	-26	-6	1	0	-5	0.6	-7	-9
10	COc1ccccc1CC1(C)NC(=O)N(CC(=O)N2CCc3ccccc3C2)C1=O (configuration not stated)
→ 10	8	-32	-2	4	-3	-2.0	5	1
11	COc1ccccc1C(=O)O/N=C1/CCCc2c1ccc(OC)c2[N+](=O)[O-]
→ 6	-1	3	-1	4	0	-2.6	-9	5
12	O=C(/C=N/O)Nc1cccnc1
→ 1	15	11	-1	2	-3	0.5	3	1
13	O=C(CN1CCN(c2ccccc2Cl)CC1)NC1CCCc2ccccc21 (configuration not stated)
→ -14	-32	-16	0	3	2	4.6	-5	4
14	Nc1cc(Cl)ccc1C(=O)OCC(=O)NC1CCS(=O)(=O)C1 (configuration not stated)
→ 0	2	-7	0	0	-3	1.4	-9	2
15	COc1ccc(OC)c(-c2cc(C(=O)Nc3cccc(Cl)c3)no2)c1
→ 4	-32	-12	1	-1	2	0.2	-4	3
16	Cc1cc(C)c2ccc(C(=O)O)nc2c1O
→ -20	-16	-6	2	0	-3	1.1	-8	5
17	COc1cc(NC(=S)NCc2cccnc2)c(OC)cc1Cl
→ 8	13	-11	2	2	-2	1.2	-1	-3
18	Cc1cc(C)nc(NC(=O)c2ccc(Cl)cc2Cl)n1
→ -12	2	0	.	6	-1	-0.2	3	1
19	Cc1ccccc1NS(=O)(=O)CCCCC(Cl)(Cl)Cl
→ -14	6	-2	-2	9	0	1.4	2	3
20	COc1ccccc1/C=c1\sc2nc(-c3ccccc3OC)nn2c1=O
→ 7	-12	-8	1	3	4	-0.2	-14	2
21	Cc1ccsc1-c1n[nH]c(=S)n1C1CCCCC1
→ -1	3	-3	2	1	0	0.4	-8	-6
22	CCOc1ccc(C(=O)NC(=S)Nc2ccc(NC(=O)CC)cc2)cc1[N+](=O)[O-]
→ 7	11	-17	-4	8	0	-2.4	-2	1
23	CCO[C@@H]1OC(C(=O)N2CCN(C)CC2)=C[C@H](C2CCCCC2)[C@H]1CCCO
→ -3	1	1	-2	-1	-2	-0.6	-16	-6
24	COC(=O)C1CCN(S(=O)(=O)c2ccc(OC)cc2)CC1
→ -17	-23	-21	-2	3	2	-1.6	-5	9
25	O=C(NCCCN1CCCC1=O)c1ccc2c(c1)NC(=O)c1ccccc1S2
→ -13	6	-11	2	2	2	-2.8	-7	2
26	Cc1ccc(Nc2ccc(C(=O)NCCc3ccccc3)cn2)cc1
→ 2	8	-12	2	5	2	-0.9	-1	0
27	CC1=CC(C)(C)Nc2ccc(OC(=O)CN3C(=O)c4cccc5cccc(c45)C3=O)cc21
→ -8	-2	-14	0	10	-6	0.1	2	6
28	COc1ccc(CC(=O)Nc2cccc(-c3ccc4nnc(C)n4n3)c2)cc1OC
→ 10	0	-22	-2	3	-1	1.0	-8	1
29	COCCN(C(=S)Nc1cccc(C)c1C)C(C)c1ccco1 (configuration not stated)
→ 12	4	-12	0	-3	-4	-3.8	-3	-2
30	COC(=O)CNC(c1ccccc1)c1cc(C)ccc1NS(=O)(=O)c1ccc(C)cc1 (configuration not stated)
→ 1	-12	-6	-1	4	0	0.7	-8	6

# Arranged by molar mass (largest number first): 11 of the compounds above
# Values run as follows: NPY-Y2 PAM-ag	NPY1 pot ag	S1P4 antagonist	Runt-CBFb FRET	BaF3 tox	Ba/F3 V617F tox	S1P4 agonist	RBBP9 inhibitor	NPY Y1 blocker
8	COc1cccc(-n2c(SCC(=O)c3c[nH]c4ccccc34)nc3ccccc3c2=O)c1
→ 11	6	-17	1	4	-3	1.7	-12	-2
27	CC1=CC(C)(C)Nc2ccc(OC(=O)CN3C(=O)c4cccc5cccc(c45)C3=O)cc21
→ -8	-2	-14	0	10	-6	0.1	2	6
22	CCOc1ccc(C(=O)NC(=S)Nc2ccc(NC(=O)CC)cc2)cc1[N+](=O)[O-]
→ 7	11	-17	-4	8	0	-2.4	-2	1
28	COc1ccc(CC(=O)Nc2cccc(-c3ccc4nnc(C)n4n3)c2)cc1OC
→ 10	0	-22	-2	3	-1	1.0	-8	1
25	O=C(NCCCN1CCCC1=O)c1ccc2c(c1)NC(=O)c1ccccc1S2
→ -13	6	-11	2	2	2	-2.8	-7	2
11	COc1ccccc1C(=O)O/N=C1/CCCc2c1ccc(OC)c2[N+](=O)[O-]
→ 6	-1	3	-1	4	0	-2.6	-9	5
20	COc1ccccc1/C=c1\sc2nc(-c3ccccc3OC)nn2c1=O
→ 7	-12	-8	1	3	4	-0.2	-14	2
15	COc1ccc(OC)c(-c2cc(C(=O)Nc3cccc(Cl)c3)no2)c1
→ 4	-32	-12	1	-1	2	0.2	-4	3
26	Cc1ccc(Nc2ccc(C(=O)NCCc3ccccc3)cn2)cc1
→ 2	8	-12	2	5	2	-0.9	-1	0
9	CCCC1Cc2c(sc3nc(SC)nc(N)c23)CO1 (configuration not stated)
→ 8	-26	-6	1	0	-5	0.6	-7	-9
16	Cc1cc(C)c2ccc(C(=O)O)nc2c1O
→ -20	-16	-6	2	0	-3	1.1	-8	5

# Remaining list, next part:
# Values run as follows: NPY-Y2 PAM-ag	NPY1 pot ag	S1P4 antagonist	Runt-CBFb FRET	BaF3 tox	Ba/F3 V617F tox	S1P4 agonist	RBBP9 inhibitor	NPY Y1 blocker
31	O=C(CNS(=O)(=O)c1ccccc1)OCC(=O)c1cccc([N+](=O)[O-])c1
→ 6	-6	-16	2	2	-4	-1.7	-6	-1
32	C#CCNC(=O)C1=C[C@@H](C(C)(C)C)C[C@@H](OCc2ccc(CO)cc2)O1
→ -33	-5	16	1	-3	-3	0.7	0	3
33	CC(C)NCC(O)Cn1c2c(c3ccccc31)CCc1c-2cnn1-c1ccccc1 (configuration not stated)
→ 43*	50*	1	-1	79*	88*	-3.1	-6	-6
34	Cc1ccc(CNC(=O)CCCNC(=O)c2ccc(Cl)cc2)n1C
→ 14	9	-4	1	0	-3	0.3	-5	1
35	O=C(Nc1nc2c(F)cc(F)cc2s1)C1CC(=O)N(Cc2ccco2)C1 (configuration not stated)
→ 11	12	-3	20	-1	-2	0.2	-1	.
36	CCOc1ccc(NC(=O)Nc2ccc(NC(C)=O)cc2)cc1
→ 4	-3	4	0	7	2	2.2	7	2
37	Cc1ccc(NC(=S)NCC(C)CSc2ccc(Cl)cc2)cc1 (configuration not stated)
→ -16	-1	13	-2	8	6	-0.7	-2	6
38	O=C(c1ccc2c(c1)OCO2)C1CCCN(C(=O)Nc2ccc(F)cc2F)C1 (configuration not stated)
→ 4	3	-14	1	2	-3	0.2	6	7
39	O=S(=O)(NCCCCCNS(=O)(=O)c1ccccc1)c1ccccc1
→ 17	-14	-15	1	7	-1	1.5	6	-1
40	CC(C(=O)NCc1cccs1)N1C(=O)c2ccccc2C1=O (configuration not stated)
→ 5	-10	12	-4	9	3	-0.7	-5	-2
41	O=C(CCN1CCN(CCO)CC1)Nc1ccc(Br)cc1
→ 4	8	-13	-1	3	-4	1.2	0	5
42	COc1ccc(-c2ccc(-c3nnn(CC(C)=O)n3)cc2)cc1
→ 0	-13	-24	0	6	0	2.0	-4	3
43	CC(=O)c1ccc(N=C2SCCCN2C(=O)C2CCCC2)cc1
→ -3	13	-2	0	9	-3	1.0	-7	6
44	Cc1cc(C)n(CC(=O)Nc2ccc([N+](=O)[O-])cc2)n1
→ 3	-11	5	0	3	-1	2.2	-6	-2
45	Cn1cccc1Cc1nnc(SCC(=O)Nc2ccccc2)n1-c1ccc(F)cc1
→ -2	5	-1	1	4	-4	2.4	-5	0
46	COCCCn1cnc2c(c1=O)c1nc3ccccc3nc1n2CCc1ccccc1
→ 5	12	-2	1	4	0	1.3	4	-2
47	Cc1c(NC(=O)c2cccc(S(=O)(=O)N3CCOCC3)c2)c(=O)n(-c2ccccc2)n1C
→ -15	3	0	0	2	3	1.6	-1	0
48	COc1ccc(N2CCN(C(=O)CSc3nnc4c(C)cc5ccccc5n34)CC2)cc1
→ 12	7	-8	-5	4	-4	-0.5	-2	0
49	O=C(CCNc1ccccc1)c1cccc([N+](=O)[O-])c1
→ 3	7	11	-2	7	2	-1.5	-3	0
50	Cc1noc(N)c1C1(O)C(=O)Nc2c(Cl)cc(Cl)cc21 (configuration not stated)
→ 3	-1	-5	1	-1	-3	-2.6	-2	-4
51	CCCCc1ccc(-c2nc(-c3ccncc3)no2)cc1
→ 1	6	-6	-4	3	-2	-0.6	10	-6
52	Cn1c(NC(=O)c2ccc(F)cc2)c(-c2cccs2)c(=O)c2ccccc21
→ -22	-4	-4	-2	-2	4	-0.1	-5	.
53	CCCS(=O)(=O)N1CCC(C(=O)NCCCN(CC)c2cccc(C)c2)CC1
→ 5	-20	2	0	1	-2	0.5	-3	-1
54	CN(C)CCNS(=O)(=O)c1ccc(N2CCN(c3ccc(F)cc3)CC2)c([N+](=O)[O-])c1
→ 24	-1	-7	0	12	9	-1.3	0	-3

# Screening results (PubChem)
